# B2AR arrestin: agonists driving beta-arrestin recruitment to human beta2-adrenergic receptor; beta-arrestin recruitment to beta2AR, cell-based reporter; Potency, µM (top dose mostly 46.1 µM), for inactives: at the highest dose activation, hits mostly activators; 330,000 compounds, 0.02% hits; AID 492947;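 note: potency is the fitted concentration of half-maximal effect; 0% = DMSO controls and full agonism = EC100 isoproterenol or metaproterenol; nearly all actives have a fitted effect of over 65% in size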
# uPA surface inh: inhibitors of cell surface uPA generation; AID 540303; Potency, µM (top dose mostly 38.3 µM), inactives show top-dose activity change, negative = inhibition, usual class: inhibitors; 330,000 compounds, 0.31% hits; cell surface uPA generation assay, qHTS; active = well fitted inhibition curve with a large enough effect; inconclusive = small, poorly fitted or top-dose-only effect; inactive = no such curve, though single readings can be large or run the other way; tested in mouse RAW 264.7 cells; note: potency is the fitted concentration of half-maximal effect; nearly all actives have a fitted effect of over 55% in size
# Giardia killer: Giardia lamblia killing; Giardia lamblia trophozoite viability; activity change, % at 7.66 µM, hits read low; 340,000 compounds, 0.15% hits; in the data active = activity change below about -80%; inconclusive = between about -30% and that limit;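 note: parasites exposed to compound for two days anaerobically before the ATP read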
#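 Anaerobic 48 hrs incubation at 37 deg C of 100 trophozoites/well with test compounds; ATPLite 1-Step luminescence, 15-30 min RT, reports cellular ATP as viability.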
# hERG WT inh: inhibitors of human wildtype KCNH2 potassium channel. U2OS, BacMam KCNH2, thallium flux FluxOr; stronger effect = lower value. activity change, % at 1.84 µM. AID 720551. 340,000 compounds, 0.37% hits. Q12809;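 active = maximum activity change below -70%; inconclusive = maximum activity change between -70% and -50%; inactive = maximum activity change above -50%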
# Target sequence (Q12809 whole entry, looked up): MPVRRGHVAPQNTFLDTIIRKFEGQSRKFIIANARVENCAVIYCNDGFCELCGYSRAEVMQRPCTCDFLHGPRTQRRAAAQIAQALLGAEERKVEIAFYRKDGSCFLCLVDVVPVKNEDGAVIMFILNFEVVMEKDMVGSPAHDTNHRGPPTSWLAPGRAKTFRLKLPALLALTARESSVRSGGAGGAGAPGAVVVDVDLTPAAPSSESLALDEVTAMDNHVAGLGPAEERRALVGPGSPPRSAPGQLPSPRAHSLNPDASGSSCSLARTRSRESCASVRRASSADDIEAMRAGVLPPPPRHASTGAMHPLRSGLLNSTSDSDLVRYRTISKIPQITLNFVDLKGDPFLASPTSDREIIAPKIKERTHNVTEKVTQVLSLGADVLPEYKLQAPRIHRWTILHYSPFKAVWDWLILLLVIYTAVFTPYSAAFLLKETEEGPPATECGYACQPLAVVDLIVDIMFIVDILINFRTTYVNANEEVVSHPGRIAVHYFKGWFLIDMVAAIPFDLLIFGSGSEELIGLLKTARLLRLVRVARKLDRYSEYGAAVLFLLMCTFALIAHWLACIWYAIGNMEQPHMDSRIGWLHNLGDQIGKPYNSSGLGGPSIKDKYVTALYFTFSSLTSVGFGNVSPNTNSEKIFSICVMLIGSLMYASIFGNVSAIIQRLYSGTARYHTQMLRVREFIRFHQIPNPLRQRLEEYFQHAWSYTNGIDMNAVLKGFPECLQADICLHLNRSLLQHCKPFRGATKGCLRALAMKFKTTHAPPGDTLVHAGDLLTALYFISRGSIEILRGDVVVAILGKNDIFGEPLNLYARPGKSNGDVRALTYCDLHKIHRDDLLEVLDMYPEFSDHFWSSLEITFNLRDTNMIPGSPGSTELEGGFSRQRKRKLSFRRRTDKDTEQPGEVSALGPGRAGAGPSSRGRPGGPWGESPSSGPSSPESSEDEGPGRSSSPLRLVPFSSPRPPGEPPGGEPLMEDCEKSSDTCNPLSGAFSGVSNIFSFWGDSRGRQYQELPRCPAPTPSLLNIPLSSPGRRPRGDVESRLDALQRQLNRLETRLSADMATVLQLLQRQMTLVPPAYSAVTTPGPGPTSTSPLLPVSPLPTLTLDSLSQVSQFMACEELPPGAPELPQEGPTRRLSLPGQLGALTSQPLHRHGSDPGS
#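 U2OS cells were transduced with wild-type KCNH2 virus (2.03 x 10^8 / mL) for 4 h at room temperature, then cultured overnight at 37 C. Thallium flux was read with FluxOr dye. Rate constants were normalized to DMSO controls.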
# GALK inhibitor: blocks human galactokinase activity | Potency, µM (top dose mostly 57.5 µM), without a hit: at the highest dose activity change, negative = inhibition, hits mostly inhibitors | P51570 | 270,000 compounds, 0.007% hits | Purified GALK, Kinase-Glo residual ATP luminescence; note: potency is the fitted concentration of half-maximal effect
#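 Compounds were pin-transferred into ATP buffer (35 uM final), then GALK plus galactose (5 nM, 100 uM final) was added. After 1 h at room temperature, Kinase-Glo Plus was added and luminescence read after 10 min.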
# USP2a inh: USP2a (human) protease inhibition; Potency, µM (titrated, usually from 38.3 µM), without a hit: top-dose activity change, negative = inhibition, actives largely listed as inhibitors; USP2 core, Ub-CHOP2 coupled fluorogenic reporter, 485/531; O75604; 330,000 compounds, 0.01% hits; AID 463254;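 note: potency is the fitted concentration of half-maximal effect; plate controls were DMSO wells for no effect and full inhibition by NEM control for full effect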
#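 Deubiquitinase activity read as fluorescence (485/531 nm) after Ub-CHOP2 cleavage activates the enterokinase reporter on its substrate; USP2 core 10nM, Ub-CHOP2 and substrate 25nM each, 30min compound preincubation then 60min RT; data normalized to NEM, curves fitted.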
# Eya2 inh: Eya2 (human) phosphatase inhibition | recombinant Eya2, OMFP fluorescence dephosphorylation (OMFP is methylfluorescein phosphate) | 330,000 compounds, 0.006% hits | AID 488837 | Potency, µM (doses to about 76.9 µM), without a hit: top-dose activity, negative = inhibition, most hits filed as inhibitors | O00167; note: potency is the fitted concentration of half-maximal effect
#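 Eya2 (0.2 uM) preincubated 10 min at ambient with compound, then OMFP substrate added at 50 uM; 10 min reaction in 50 mM HEPES pH 7.5, 50 mM NaCl, 5 uM MgCl2, 0.05% BSA, 1 mM DTT. Fluorescence read at Ex 485/Em 525 nm.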
# Chronic BCR inh: blocks chronic active B-cell receptor signaling | AID 493014 | Potency, µM (top dose mostly 46.1 µM), inactives show at the top dose ratio change, negative = lower green/red ratio, hits mostly inhibitors | ABC-DLBCL IkBa-CBG/CBR reporter, luminescence ratio, 4 h | 340,000 compounds, 0.05% hits; active = well fitted inhibition curve with a large enough effect in the signal ratio, with a control signal flat, not every such curve was filed as active; inconclusive = small, poorly fitted or top-dose-only effect, or effect the other way, or a change in a side signal; the % refers to the signal ratio;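 note: potency is the fitted concentration of half-maximal effect; plate controls were basal doxycycline-induced cells for no effect and cells given 10 µM MG132 for full effect; MG132 reads +100%, hits lower the ratio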
#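 TMD8 ABC-DLBCL cells carrying doxycycline-inducible green luciferase fused to IkappaBalpha plus unfused red luciferase were exposed to compounds (up to 46 uM) for 4 hrs at 37C. Activity came from the overlap-corrected green/red luminescence ratio.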
# PKM2 activator: increases activity of human pyruvate kinase M2. Potency, µM (doses to about 57.5 µM), without a hit: at the top dose activation, actives largely listed as activators. purified PKM2, Kinase-Glo ATP luminescence, activation; response scale: 0% is enzyme alone, no compound. 260,000 compounds, 0.34% hits. AID 1631; note: potency is the fitted concentration of half-maximal effect; nearly all actives have a fitted effect of over 55% in size
#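 ATP formation by purified human PK-M2, quantified via coupled luciferase luminescence after 1 h at room temperature with 0.1 mM ADP and 0.5 mM PEP final.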
# KCNH2 3.1 inh: inhibitors of human KCNH2 3.1 potassium channel isoform; U2OS KCNH2 3.1, thallium flux FluxOr; stronger effect = lower value; activity change, % (tested at about 1.8 µM); 340,000 compounds, 0.95% hits; AID 720553;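 active = maximum activity change below -70%; inconclusive = maximum activity change from -70% to -50%; inactive = maximum activity change above -50%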;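 note: thallium influx rate constant from kinetic fluorescence after stimulation buffer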
#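 Thallium flux via FluxOr fluorescence (Red40 quencher, 45 min loading) in U2OS cells virally expressing the KCNH2 3.1 isoform (1.77 x 10^8 /mL virus, overnight at 37 C). Rate constants from 2-min kinetic reads post-stimulation, normalised to positive and negative controls.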
# FBPA coupling cs: counter-screen for Giardia aldolase inhibitors: coupling enzyme system. activity change, negative = inhibition, % at 58.2 µM, hits read low. coupling enzyme system counterscreen, AmpLite Red fluorescence. AID 2472. 290,000 compounds, 0.67% hits; in the data active = activity change below about -30%
#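 Activity here indicates interference with the coupling reaction, not aldolase inhibition. Compounds at 57.5 uM final met coupling enzymes for 10 min at RT; substrate and AmpLite Red detection followed, with a 525/598 nm fluorescence read after 20 min.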
# The depositor's hits bear a star; u = inconclusive; x = no result given; [ ] = dose if it differs, or a comment. Unless noted, calls come from the whole dose curve; as a rule, active = well fitted curve in the direction sought with a large enough effect; inconclusive = small, poorly fitted or top-dose-only effect, or another doubt; inactive = no such curve, though single readings can be large; an effect the other way counts as inactive or inconclusive. Unless noted, % is set by controls: 0 for no effect and ±100 for the full control effect. This is a random part of the collection. About 2.4% of those tested had a hit in this group.
1) COc1ccc(NC(=O)c2cccc(Cl)c2)c[n+]1[O-]
2) CCOc1ccccc1C(=O)NC1CC2CCCC(C1)N2C1CC1 (stereo unspecified)
3) COC(=O)COc1ccc(C2NC(=O)NC(c3ccccc3)=C2C(C)=O)cc1Br (stereo unspecified)
4) COc1ccc(C(=O)CN2CCN(S(=O)(=O)c3cccc([N+](=O)[O-])c3)CC2)cc1OC
5) CCCN(CC1CC1)C(=O)COC(=O)c1ccc(CNS(=O)(=O)c2ccc(F)c(Cl)c2)cc1
6) CCC1(C)Cc2nc3[nH]c(=S)n(-c4ccccc4)c(=O)c3cc2CO1 (stereo unspecified)
assay / compound	1	2	3	4	5	6
B2AR arrestin	0.3%	-0.3%	4.8%	-0.8%	-0.2%	5.6%
uPA surface inh	-3.8%	2.8%	2.2%	0.2%	8.9%	5.7%
Giardia killer	2.5	1.4	13.3	u	10.0	-11.5
hERG WT inh	2.8	-15.8	2.3	6.1	49.0	-19.6
GALK inhibitor	10.3%	-0.3%	-8.4%	-0.4%	-2.8%	1.5%
USP2a inh	9.5%	10µM*	-0.4%	u	-0.8%	3.7%
Eya2 inh	1.4%	18.0%	2.6%	-16.2%	-6.7%	2.6%
Chronic BCR inh	u	2.4%	-0.1%	-12.0%	-1.6%	0.2%
PKM2 activator	x	-2.5%	3.1%[11.5 µM]	-10.4%	-12.0%	-1.0%
KCNH2 3.1 inh	-11.7	12.9	-1.5	22.5	x	11.4
FBPA coupling cs	-0.4	3.8	0.0	-4.0	0.5	0.2

7) COc1ccc(NC(=S)NCCNC(C)=O)cc1
8) C=CCc1c(C)nc2ccc(C(=O)OCC)cc2c1Cl
9) CCNc1nc(NC(C)C)nc(Oc2ccc(OCCOc3ccccc3)nn2)n1
10) O=C(Nc1ccc(S(=O)(=O)Nc2nccs2)cc1)c1cc(-c2ccccc2)nc2ccccc12
11) O=[N+]([O-])c1cccc(-c2nnc(-c3ccccc3)o2)c1
12) Cc1sc2nc3ccc(NCc4ccco4)nn3c(=O)c2c1C
assay / compound	7	8	9	10	11	12
B2AR arrestin	-0.1%	-0.6%	0.3%	-0.6%	0.0%	0.6%
uPA surface inh	19.0%	-0.1%	-15.5%	-4.7%	-2.4%	-6.1%
Giardia killer	-7.3	3.9	12.2	11.5	u	-1.8
hERG WT inh	46.3	-4.2	6.0	-2.7	-5.1	-3.9
GALK inhibitor	9.1%	-0.3%	3.3%	-2.6%	-0.9%	0.5%
USP2a inh	1.7%	-2.6%	-5.0%	-9.1%	1.1%	-1.9%
Eya2 inh	-9.6%	-12.7%	-6.7%	4.4%	-2.2%	10.6%
Chronic BCR inh	-0.9%	20.1%	-6.8%	u	3.3%	6.5%
PKM2 activator	-1.1%	-1.8%	7.6%	-4.6%	-0.2%	18.2%
KCNH2 3.1 inh	7.6	-1.3	-4.8	18.6	-4.1	2.8
FBPA coupling cs	-0.8	0.6	-0.2	0.9	1.0	1.5

13) COc1ccccc1NCc1nnc(-c2ccccc2)o1
14) COC(=O)c1cc(Sc2cccc(Cl)c2Cl)ccn1
15) COc1ccc(C(=O)CCC(=O)Nc2cccnc2)cc1OC
16) CS(=O)(=O)N1c2cccc3cccc(c23)S1(=O)=O
17) COc1cc([N+](=O)[O-])ccc1NC(=O)CN1CCCC1
18) Cc1nn(C2CCS(=O)(=O)C2)c(Cl)c1/C=C/C(=O)OCC(N)=O (stereo unspecified)
19) C/C(=N\NC(=O)c1cc(-c2ccc(C)s2)nc2ccccc12)c1cccnc1
20) CC(=O)c1cccc(N(C(=O)c2ccco2)C(C(=O)NC2CCCC2)c2ccncc2)c1 (stereo unspecified)
assay / compound	13	14	15	16	17	18	19	20
B2AR arrestin	-0.6%	-0.4%	0.1%	0.4%	0.0%	-0.4%	-0.1%	-3.2%
uPA surface inh	2.7%	-5.8%	0.9%	19.0%	9.9%	6.9%	-6.8%	-4.1%
Giardia killer	10.6	32.9[activator]	0.1	18.8	-0.6	32.1[activator]	-8.8	-2.9
hERG WT inh	2.2	x	2.7	12.9	-6.3	1.6	-6.2	-114.8*
GALK inhibitor	1.1%	2.3%	0.1%	1.9%	1.9%	-3.1%	2.0%	0.6%
USP2a inh	-1.6%	0.2%	1.4%	2.0%	-17.7%	1.1%	-0.8%	0.7%
Eya2 inh	-0.7%	-21.7%	-12.5%	0.2%	7.2%	2.9%	-7.9%	2.5%
Chronic BCR inh	u	-10.0%	1.5%	0.0%	u	u	-9.2%	-1.1%
PKM2 activator	8.3%	-2.7%	1.2%	x	-1.1%	3.4%	x	2.1%
KCNH2 3.1 inh	20.0	2.5	1.3	4.8	2.0	-1.6	0.7	-9.4
FBPA coupling cs	4.2	-0.2	-0.2	-7.9	0.1	2.2	x	-0.4

# 8 entries already listed, ordered by length of the SMILES, rising.
13) COc1ccccc1NCc1nnc(-c2ccccc2)o1
16) CS(=O)(=O)N1c2cccc3cccc(c23)S1(=O)=O
17) COc1cc([N+](=O)[O-])ccc1NC(=O)CN1CCCC1
11) O=[N+]([O-])c1cccc(-c2nnc(-c3ccccc3)o2)c1
18) Cc1nn(C2CCS(=O)(=O)C2)c(Cl)c1/C=C/C(=O)OCC(N)=O (stereo unspecified)
19) C/C(=N\NC(=O)c1cc(-c2ccc(C)s2)nc2ccccc12)c1cccnc1
20) CC(=O)c1cccc(N(C(=O)c2ccco2)C(C(=O)NC2CCCC2)c2ccncc2)c1 (stereo unspecified)
10) O=C(Nc1ccc(S(=O)(=O)Nc2nccs2)cc1)c1cc(-c2ccccc2)nc2ccccc12
assay / compound	13	16	17	11	18	19	20	10
B2AR arrestin	-0.6%	0.4%	0.0%	0.0%	-0.4%	-0.1%	-3.2%	-0.6%
uPA surface inh	2.7%	19.0%	9.9%	-2.4%	6.9%	-6.8%	-4.1%	-4.7%
Giardia killer	10.6	18.8	-0.6	u	32.1[activator]	-8.8	-2.9	11.5
hERG WT inh	2.2	12.9	-6.3	-5.1	1.6	-6.2	-114.8*	-2.7
GALK inhibitor	1.1%	1.9%	1.9%	-0.9%	-3.1%	2.0%	0.6%	-2.6%
USP2a inh	-1.6%	2.0%	-17.7%	1.1%	1.1%	-0.8%	0.7%	-9.1%
Eya2 inh	-0.7%	0.2%	7.2%	-2.2%	2.9%	-7.9%	2.5%	4.4%
Chronic BCR inh	u	0.0%	u	3.3%	u	-9.2%	-1.1%	u
PKM2 activator	8.3%	x	-1.1%	-0.2%	3.4%	x	2.1%	-4.6%
KCNH2 3.1 inh	20.0	4.8	2.0	-4.1	-1.6	0.7	-9.4	18.6
FBPA coupling cs	4.2	-7.9	0.1	1.0	2.2	x	-0.4	0.9

# High-throughput results deposited in PubChem by National Center for Advancing Translational Sciences (NCATS).
